# TcdB inh = blocks C. difficile toxin B glycohydrolase activity; P18177; TcdB glycohydrolase enzymatic assay, plate reader; 350,000 compounds, 0.24% hits; inhibition, % at 9.99 µM; AID 652162; in the data active = inhibition above about 10%
# An asterisk follows results filed as active.
# The opening eleven entries, ahead of the listing:
SMILES,TcdB inh
C/C=C/c1cnc2c(c1)C(=O)N([C@H](C)CO)C[C@@H](C)[C@@H](CN(C)S(=O)(=O)c1ccccc1F)O2,-11.8
O=C(C[C@H]1C[C@H]2c3cc(NC(=O)C4CCOCC4)ccc3O[C@H]2[C@H](CO)O1)NCc1ccccc1,-2.3
COc1ccc(S(=O)(=O)N(C)C[C@H]2OCCCC[C@@H](C)Oc3ccc(NS(=O)(=O)c4ccccc4)cc3C(=O)N([C@@H](C)CO)C[C@@H]2C)cc1,-0.7
CN(C)C(=O)C[C@H]1CC[C@H]2[C@H](COc3ccc(NC(=O)C4CCOCC4)cc3C(=O)N2C)O1,-0.5
CO[C@@H]1CN(C)C(=O)c2ccc(NC(=O)c3ccccc3F)cc2OC[C@H](C)N(C(=O)c2ccccc2F)C[C@@H]1C,0.2
C[C@@H]1CCCCO[C@H](CN(C)C(=O)C2CCCCC2)[C@H](C)CN([C@@H](C)CO)C(=O)c2cc(NC(=O)c3ccccc3)ccc2O1,0.6
Cc1noc(C)c1S(=O)(=O)Nc1ccc2c(c1)CC(=O)N([C@@H](C)CO)C[C@H](C)[C@H](CN(C)CC1CCCCC1)O2,0.5
COc1ccccc1C#Cc1ccc([C@H]2[C@@H](CO)N(C(=O)C3CC3)[C@H]2C#N)cc1,1.6
CNC[C@@H]1Oc2ccc(NC(=O)Cn3cnnn3)cc2C(=O)N([C@@H](C)CO)C[C@@H]1C,-0.4
C/C=C/c1ccccc1[C@@H]1[C@H](C#N)N(C(C)=O)[C@H]1CO,-0.9
O=C(C[C@H]1CC[C@@H](NS(=O)(=O)c2ccccc2)[C@H](CO)O1)NCCN1CCCCC1,0.6

# Results, from the start:
SMILES,TcdB inh
C/C=C/c1cnc2c(c1)C(=O)N([C@H](C)CO)C[C@@H](C)[C@@H](CN(C)S(=O)(=O)c1ccccc1F)O2,-11.8
O=C(C[C@H]1C[C@H]2c3cc(NC(=O)C4CCOCC4)ccc3O[C@H]2[C@H](CO)O1)NCc1ccccc1,-2.3
COc1ccc(S(=O)(=O)N(C)C[C@H]2OCCCC[C@@H](C)Oc3ccc(NS(=O)(=O)c4ccccc4)cc3C(=O)N([C@@H](C)CO)C[C@@H]2C)cc1,-0.7
CN(C)C(=O)C[C@H]1CC[C@H]2[C@H](COc3ccc(NC(=O)C4CCOCC4)cc3C(=O)N2C)O1,-0.5
CO[C@@H]1CN(C)C(=O)c2ccc(NC(=O)c3ccccc3F)cc2OC[C@H](C)N(C(=O)c2ccccc2F)C[C@@H]1C,0.2
C[C@@H]1CCCCO[C@H](CN(C)C(=O)C2CCCCC2)[C@H](C)CN([C@@H](C)CO)C(=O)c2cc(NC(=O)c3ccccc3)ccc2O1,0.6
Cc1noc(C)c1S(=O)(=O)Nc1ccc2c(c1)CC(=O)N([C@@H](C)CO)C[C@H](C)[C@H](CN(C)CC1CCCCC1)O2,0.5
COc1ccccc1C#Cc1ccc([C@H]2[C@@H](CO)N(C(=O)C3CC3)[C@H]2C#N)cc1,1.6
CNC[C@@H]1Oc2ccc(NC(=O)Cn3cnnn3)cc2C(=O)N([C@@H](C)CO)C[C@@H]1C,-0.4
C/C=C/c1ccccc1[C@@H]1[C@H](C#N)N(C(C)=O)[C@H]1CO,-0.9
O=C(C[C@H]1CC[C@@H](NS(=O)(=O)c2ccccc2)[C@H](CO)O1)NCCN1CCCCC1,0.6
O=C(C[C@H]1C[C@@H]2c3cc(NC(=O)C4CCC4)ccc3O[C@@H]2[C@@H](CO)O1)NCc1cccnc1,-2.2
CC(C)NC(=O)N1CC(=O)N2[C@@H](CO)[C@@H](c3ccc(C#CCN(C)C)cc3)[C@@H]2C1,0.5
CO[C@H]1CN(C)C(=O)c2ccc(NC(C)=O)cc2OC[C@@H](C)N(CC2CC2)C[C@H]1C,0.2
C[C@H]1CN([C@@H](C)CO)C(=O)Cc2cc(NS(=O)(=O)c3ccc(F)cc3)ccc2O[C@H]1CN(C)S(=O)(=O)c1ccc(F)cc1,-0.9
CC(=O)N(C)C[C@H]1Oc2cc(-c3ccccc3)ccc2S(=O)(=O)N([C@H](C)CO)C[C@H]1C,-0.3
COc1ccc(CN(C)C[C@H]2Oc3ccc(NS(=O)(=O)c4cn(C)cn4)cc3CC(=O)N([C@H](C)CO)C[C@H]2C)cc1,-0.8
CCCNC(=O)[C@@H]1[C@@H](CO)[C@@H]2Cn3c(cccc3=O)[C@H]1N2C(=O)NCCC,-0.6
C[C@@H]1CCCCO[C@@H](CN(C)C(=O)c2ccncc2)[C@H](C)CN([C@H](C)CO)C(=O)c2cc(NS(=O)(=O)c3ccc(Cl)cc3)ccc2O1,-1.3
CCCN(C)C[C@@H]1Oc2ncc(-c3cccnc3)cc2C(=O)N([C@H](C)CO)C[C@@H]1C,0.0
COc1ccc(NC(=O)Nc2cccc3c2O[C@@H](CN(C)Cc2ccc(Oc4ccccc4)cc2)[C@H](C)CN([C@@H](C)CO)C3=O)cc1,0.7
CC(C)CC#Cc1cnc2c(c1)C(=O)N([C@@H](C)CO)C[C@@H](C)[C@@H](CN(C)Cc1cncnc1)O2,-0.7
O=C(Nc1ccc(F)cc1)N1C[C@H]2[C@@H](c3ccccc31)[C@H](CO)N2C(=O)c1ccccc1F,-16.5
C[C@@H]1CN([C@H](C)CO)C(=O)c2cc(NS(=O)(=O)c3ccc(F)cc3)ccc2O[C@@H](C)CCCCO[C@H]1CN(C)S(=O)(=O)c1cccs1,-0.6
COc1ccc(S(=O)(=O)Nc2ccc3c(c2)C(=O)N([C@H](C)CO)C[C@H](C)[C@@H](CN(C)Cc2ccc4c(c2)OCO4)O3)cc1,-0.3

# Going on with the list.
SMILES,TcdB inh
C[C@H](CO)N1C[C@H](C)[C@@H](CN(C)S(=O)(=O)c2cccc(F)c2)Oc2cc(C#CCN(C)C)ccc2S1(=O)=O,-0.6
CS(=O)(=O)N1[C@@H]2Cn3c(ccc(C4=CCCCC4)c3=O)[C@H]1[C@@H](C(=O)N1CCOCC1)[C@@H]2CO,0.9
C[C@@H]1CN([C@@H](C)CO)C(=O)c2cc(NS(=O)(=O)c3ccc(Cl)cc3)ccc2O[C@H]1CN(C)Cc1ccc(-c2ccccc2)cc1,-2.2
C[C@@H]1CN([C@H](C)CO)C(=O)c2cc(NS(=O)(=O)c3ccc(F)cc3)ccc2O[C@@H](C)CCCCO[C@@H]1CN(C)CC1CCCCC1,0.4
O=C1N(CCS(=O)(=O)c2ccccc2)Cc2ccccc2C[C@]12N=C(c1ccc(OCCCO)cc1)O[C@@H]2c1ccccc1,0.3
Cc1ccc(S(=O)(=O)NCC[C@@H]2CC[C@H](NC(=O)c3cccc(F)c3)[C@H](CO)O2)cc1,1.0
C[C@H]1CN([C@@H](C)CO)C(=O)Cc2cc(NC(=O)Nc3ccc(C(F)(F)F)cc3)ccc2O[C@@H]1CN(C)C(=O)Nc1cccc2ccccc12,-0.9
O=C(C[C@H]1C=C[C@H](NC(=O)NC2CCCCC2)[C@H](CO)O1)NCc1ccc(Cl)cc1,0.0
O=C(C[C@H]1CC[C@@H]2[C@H](COC[C@H](O)CN2C(=O)Nc2ccc(Cl)c(Cl)c2)O1)NCc1ccc(Cl)c(Cl)c1,-0.5
C[C@@H]1CN([C@@H](C)CO)C(=O)c2cc(NC(=O)CCCCCC(=O)Nc3ccccc3N)ccc2O[C@@H]1CN(C)C(=O)NC1CCCCC1,0.1
CCS(=O)(=O)N1CC2(CN(Cc3cccc(Cl)c3)[C@@H](CO)c3c2c2ccc(OC)cc2n3C)C1,0.2
O=C(NC[C@@H]1[C@@H](c2ccccc2)[C@@H](CO)N1CC1CCCC1)C1CC1,0.3
COc1ccc(S(=O)(=O)Nc2ccc3c(c2)C(=O)N([C@H](C)CO)C[C@H](C)[C@@H](CN(C)Cc2ccc4c(c2)OCO4)OCCCC[C@@H](C)O3)cc1,0.9
COC(=O)[C@@]1(CCS(=O)(=O)c2ccccc2)N=C(c2ccc(OCCCO)cc2)O[C@H]1c1ccccc1N=[N+]=[N-],-1.2
Cc1noc(C)c1NC(=O)Nc1cccc2c1O[C@@H](CN(C)C(=O)Nc1ccc(C(F)(F)F)cc1)[C@@H](C)CN([C@H](C)CO)C2=O,1.5
C[C@H](CO)N1C[C@H](C)[C@@H](CN(C)C(=O)CN2CCOCC2)Oc2ncc(-c3ccncc3)cc2C1=O,-0.3
CO[C@@H]1CC[C@H]2CCN(C)C(=O)C[C@@H](c3ccccc3)CN(C)C(=O)c3cccc(C#N)c3OC[C@@H]1O2,1.5
C[C@H]1C=C(C(=O)N2CCN(Cc3ccc4c(c3)OCO4)CC2)O[C@@H](OCCCCO)C1,0.3
CO[C@@H]1CC[C@H]2CCOc3ccc(C#N)cc3C(=O)N(C)C[C@@H](OC)[C@@H](C)C(=O)N(C)C[C@H]1O2,-1.0
COc1ccc(NC(=O)N(C)C[C@@H]2OCCCC[C@H](C)Oc3ccc(NC(=O)C4CCCCC4)cc3C(=O)N([C@H](C)CO)C[C@H]2C)cc1,-1.0
COCC#Cc1cnc2c(c1)C(=O)N([C@H](C)CO)C[C@H](C)[C@H](CN(C)C(=O)Cc1ccncc1)O2,0.2
C[C@@H]1CN([C@H](C)CO)C(=O)c2cc(NC(=O)Nc3ccc(C(F)(F)F)cc3)ccc2O[C@@H](C)CCCCO[C@H]1CN(C)C(=O)Nc1ccc(F)cc1,-2.2
N#C[C@@H]1[C@H](c2ccccc2C2=CCCC2)[C@@H](CO)N1C(=O)NC1CCCCC1,0.7
C[C@@H]1CN([C@H](C)CO)C(=O)Cc2cc(NC(=O)C3CCCCC3)ccc2O[C@H]1CN(C)S(=O)(=O)c1cccs1,-0.8
C[C@@H]1CN([C@@H](C)CO)C(=O)c2cc(C3=CCCCC3)cnc2O[C@@H]1CN(C)C(=O)Nc1ccc(F)cc1,0.8

# (next part)
SMILES,TcdB inh
COCC(=O)N1C[C@@H](C)[C@H](OC)CN(C)C(=O)c2cc(NC(=O)c3ccc(OC)cc3)ccc2OC[C@@H]1C,-0.5
CCC(=O)N(C)C[C@H]1Oc2ncc(-c3ccc(C)cc3)cc2C(=O)N([C@@H](C)CO)C[C@H]1C,-0.8
CCOC(=O)N(C)C[C@@H]1OCc2ccccc2-c2c(n(C)c3ccccc23)C(=O)N([C@@H](C)CO)C[C@H]1C,0.5
CCCN1C[C@H](C)[C@@H](OC)CN(C)C(=O)c2ccc(NC(=O)Nc3cccc(F)c3)cc2OC[C@H]1C,0.5
C[C@H](CO)N1C[C@H](C)[C@@H](CN(C)C(=O)Nc2ccc(F)cc2)Oc2c(NC(=O)Nc3ccc(C(F)(F)F)cc3)cccc2C1=O,0.6
C[C@@H]1CCCCO[C@H](CN(C)Cc2ccncc2)[C@@H](C)CN([C@@H](C)CO)C(=O)c2cc(NC(=O)CCC(F)(F)F)ccc2O1,0.5
COCC(=O)N(C)C[C@H]1Oc2ncc(-c3cccc(OC)c3)cc2C(=O)N([C@@H](C)CO)C[C@H]1C,0.3
COc1ccc2c3c([nH]c2c1)[C@H](CO)N(C(=O)NC(C)C)CC31CN(C(=O)C2CCCCC2)C1,0.9
CO[C@@H]1CN(C)C(=O)c2cc(NS(=O)(=O)CC(F)(F)F)ccc2OC[C@@H](C)N(C(=O)c2ccc3c(c2)OCO3)C[C@@H]1C,0.9
CC(C)NC(=O)Nc1ccc2c(c1)C(=O)N([C@H](C)CO)C[C@@H](C)[C@H](CN(C)C(=O)Nc1ccc(C(F)(F)F)cc1)OCCCC[C@@H](C)O2,0.7
CCCNC(=O)N1CCC2(CC1)CN(Cc1ccccn1)[C@@H](CO)c1c2c2ccc(OC)cc2n1C,1.1
C[C@H]1CN([C@@H](C)CO)C(=O)c2cc(C#CCc3ccccc3)cnc2O[C@@H]1CN(C)C(=O)Cc1cccnc1,-1.0
C[C@H]1CN([C@@H](C)CO)C(=O)CCCn2nncc2CO[C@H]1CN(C)C(=O)Nc1ccc(-c2cccs2)cc1,3.9
CO[C@H]1CN(C)C(=O)c2ccc(NC(=O)Nc3cc(F)ccc3F)cc2OC[C@@H](C)N(C)C[C@H]1C,-2.8
C/C=C/c1ccc([C@H]2[C@@H](CO)N[C@@H]2CN(Cc2cccnc2)C(=O)C2CC2)cc1,-1.1
C[C@H](CO)N1C[C@H](C)[C@@H](CN(C)Cc2ccc(Oc3ccccc3)cc2)Oc2ncc(-c3cccnc3)cc2C1=O,0.4
COc1ccc(C#Cc2cnc3c(c2)C(=O)N([C@H](C)CO)C[C@H](C)[C@H](CN(C)C(=O)Nc2ccc(F)cc2)O3)cc1OC,0.2
CO[C@@H]1CN(C)C(=O)c2cc(NC(C)=O)ccc2OC[C@@H](C)N(C(=O)c2ccccn2)C[C@@H]1C,0.5
C[C@@H]1CN([C@@H](C)CO)C(=O)c2cc(C#Cc3ccccc3F)cnc2O[C@H]1CN(C)C(=O)Cc1ccccc1,0.5
C[C@@H]1CN([C@H](C)CO)C(=O)c2cccc(NS(=O)(=O)c3ccc(F)cc3)c2O[C@H]1CN(C)CC1CC1,0.7
CCC(=O)N[C@@H]1C=C[C@@H](CC(=O)NCc2ccccc2OC)O[C@@H]1CO,-0.9
C[C@H](CO)N1C[C@H](C)[C@@H](CN(C)C(=O)Nc2cccc3ccccc23)Oc2ccc(NC(=O)CCN3CCOCC3)cc2CC1=O,1.9
Cc1ccc(S(=O)(=O)N[C@@H]2CC[C@H](CC(=O)N3CCC(Cc4ccccc4)CC3)O[C@@H]2CO)cc1,0.2
O=C(c1cccc(F)c1)N1CCCCN2[C@H](C1)[C@H](c1ccc(-c3cncnc3)cc1)[C@@H]2CO,0.0
C[C@@H]1CN([C@H](C)CO)C(=O)c2cccc(NC(=O)Nc3ccc4c(c3)OCO4)c2O[C@@H]1CN(C)Cc1ccncc1,-1.7
CNC[C@@H]1Oc2ccc(NC(=O)Nc3ccccc3)cc2CC(=O)N([C@@H](C)CO)C[C@@H]1C,1.6
O=C(C[C@@H]1CC[C@@H]2[C@H](COC[C@@H](O)CN2C(=O)Nc2ccccc2)O1)NCCCN1CCOCC1,-0.3
C[C@@H]1CCCCO[C@H](CN(C)C(=O)NC2CCCCC2)[C@H](C)CN([C@H](C)CO)C(=O)c2cc(NC(=O)c3ccncc3)ccc2O1,0.3
C[C@@H](NC(=O)C[C@@H]1CC[C@H]2[C@@H](COC[C@H](O)CN2C(=O)Nc2ccccc2)O1)c1ccccc1,0.1
C[C@@H]1CCCCO[C@@H](CN(C)C(=O)Nc2cccc3ccccc23)[C@@H](C)CN([C@H](C)CO)C(=O)c2cc(NS(=O)(=O)c3ccccc3)ccc2O1,0.4

# An excerpt. The share of hits here may be higher or lower than overall.
